Assay outcomes as filed in PubChem.
Large T inhibition: TAg ATPase/helicase activity blockers – biochemical (AID 1903) | 310,000 compounds, 0.39% hits | SV40 large T antigen ATPase/helicase inhibition assay; higher % means a stronger effect | one-dose inhibition, % at 20 µM; IC50 in µM for titrated hits; in the data active = a potency from the dose series; inconclusive = inhibition mostly from about 32% at the one dose, without a potency; inactive = the rest, 99 in 100 with inhibition below about 32%; also: strong numbers were not always called active
T cell modulator: modulates CD8 T cell binding to vesicles; AID 2052; 2C CD8+ T cell-vesicle binding, flow cytometry; active compounds read low; 330,000 compounds, 0.068% hits; calls only at 7 µM;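 active = response, share of CD8 T cells binding vesicles, and their 90th percentile fluorescence all below set limits, cut at about 80% in these data, passing the limit was not always enough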
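Material: 2C TCR transgenic mouse naive CD8+ T cells, MACS-purified. Also added: QL9-charged Drosophila Ld/ICAM-1/B7-1 vesicles. Timing: binding 1.5 h at 37 °C. Measured by: high-throughput flow cytometry with anti-B7-1 and anti-CD8 staining. Read-out: percent CD8+ FL2 mean versus row control. Controls: Unloaded micro-vesicles (low), QL9 vesicles with 0.7% DMSO (high).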
RSV CPE inhibition: inhibition of RSV-induced cytopathic effect – HEp-2 cells, primary 10 µM value included (AID 2391). HEp-2 cells, RSV-induced CPE inhibition; higher % means a stronger effect. CPE inhibition, % at 10 µM, or IC50 in µM where a hit was titrated. 310,000 compounds, 0.13% hits; in the data active = a potency from the dose series; inconclusive = CPE inhibition mostly from about 23% at the one dose, without a potency; inactive = the rest, 99 in 100 with CPE inhibition below about 21%; also: strong numbers were not always called active
bCat nuc transl: modulators of beta-catenin nuclear translocation | HeLa beta-catenin nuclear translocation, immunofluorescence imaging | nuclear translocation activity, % at 5 µM | 190,000 compounds, 0.3% hits;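 active = nuclear translocation activity above 50% at 5 µM, with a well cell count of 50 or more; inconclusive = wells under 50 cells across six images, flagged as toxic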;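 also: per-cell ratio of nuclear to cytoplasmic median beta-catenin stain intensity; plate controls were DMSO negative control for no effect and GSK-3 inhibitor IX positive control for full effect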
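Assay system: human HeLa cells, native beta-catenin; doses: 5 µM primary, 0.02–20 µM confirmation; incubation: compound treatment 24 h, 37°C, 5% CO2; technique: fluorescence imaging of beta-catenin antibody stain plus DAPI; measure: % activation, nuclear-to-cytoplasmic median beta-catenin signal ratio per cell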
Myeloid diff MLP: myeloid differentiation induction | AID 624256 | 360,000 compounds, 1% hits | calls only at 10 µM | ER-HoxA9 myeloid progenitors, lysozyme-GFP differentiation, flow cytometry;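 active = normalized GFP-positive differentiation at or above the plate's own cutoff, the solvent-only control mean plus 3 SD; inconclusive = no clear call, values can overlap the other calls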;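 also: cells exposed to compound for four days before flow analysis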
Rac1 GTP hydrolysis: MgcRacGAP GTPase-activating activity inhibitors, confirmation, biochemical, ADP Hunter fluorescence; MgcRacGAP-stimulated Rac1 GTP hydrolysis, ADP Hunter fluorescence; higher % means a stronger effect; GST-tagged Rac1 F28L mutant substrate; inhibition, % at 30 µM, or IC50 in µM where a hit was titrated; 340,000 compounds, 0.6% hits;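 active = first-screen hits whose inhibition reached a set limit at any dose in the follow-up dose series; inconclusive = inhibition above the set first-screen limit but never retested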;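 also: fluorescence reports GDP produced by GAP-driven GTP hydrolysis; strong numbers were not always called active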
WT yeast gro inh: growth inhibition of WT yeast, mitochondrial fusion screen. AID 1362. inhibition, % at 10 µM. 190,000 compounds, 2.1% hits. mitochondrial fusion phenotypic screen, WT strain; in the data active = inhibition above about 58%; tested in S. cerevisiae
West Nile virus CPE: inhibition of WNV-induced cytopathic effect – cell-based, CPE readout (AID 1621) | West Nile virus-infected cells, CPE inhibition; higher % means a stronger effect | one-dose CPE inhibition, % at 10 µM; IC50 in µM for titrated hits | 290,000 compounds, 0.02% hits; in the data active = a potency from the dose series; inconclusive = CPE inhibition mostly from about 3.7% at the one dose, without a potency; inactive = the rest, 99 in 100 with CPE inhibition below about 2.2%; also: strong numbers were not always called active
PhoP inhibition: PhoP-dependent GFP reporter repression – Salmonella Typhimurium, primary screen (AID 1863). 300,000 compounds, 0.16% hits. S. Typhimurium PhoP-regulated promoter GFP reporter, 4 h; higher % means a stronger effect. inhibition, % at 50 µM; hits with a dose series show IC50 in µM;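 active = inhibition over 29.93%, a cutoff 3 SD above the screen mean, later confirmed by dose response; inconclusive = inhibition over 29.93% but no dose response follow-up; inactive = inhibition at most 29.93% or unconfirmed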;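 also: 0% = low Mg2+ inducing control and 100% = high Mg2+ repressing control; strong numbers were not always called active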
WT yeast gro inh mutant strain: further read-out of WT yeast gro inh, marked with its call; inhibition, %; mitochondrial fusion phenotypic screen, mutant strain inhibition
bCat nuc transl cell count 5 µM: also measured in bCat nuc transl; calls as there; cell count; measured here: cell count, cytotoxicity flag
T cell modulator vesicle-bound %: second read-out of T cell modulator, no call of its own (marks repeat the call); double positive events, %; measured here: CD8+ vesicle-bound cell fraction;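 binding gate set so that unloaded-vesicle control wells show 10% double positive cells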
Myeloid diff MLP GFP+ MAC1+ %: second read-out of Myeloid diff MLP, no call of its own (marks repeat the call); GFP+ MAC1+ double positive, %; measured here: differentiation confirmed by MAC1 staining
Numbers without * were called inactive.

Results for CCOC(=O)Cc1csc(NC(=S)NC(=O)c2ccc(C)cc2)n1 ?
Large T inhibition: 18%; T cell modulator: inactive; RSV CPE inhibition: 2.2%; bCat nuc transl: 3.1; Myeloid diff MLP: inactive; Rac1 GTP hydrolysis: 5%; WT yeast gro inh: 0; West Nile virus CPE: 0.4%; PhoP inhibition: 3%; WT yeast gro inh mutant strain: -7; bCat nuc transl cell count 5 µM: 1006; T cell modulator vesicle-bound %: 32; Myeloid diff MLP GFP+ MAC1+ %: 0.4

How did Cc1ccc(-c2nnn(C(C)C(=O)N3c4ccccc4CCc4ccccc43)n2)cc1 (stereo unspecified) do in these assays?
Large T inhibition: 7%; T cell modulator: inactive; RSV CPE inhibition: 22%; bCat nuc transl: 7.2; Myeloid diff MLP: inactive; Rac1 GTP hydrolysis: 13%; WT yeast gro inh: 46; West Nile virus CPE: -0.1%; PhoP inhibition: -7%; WT yeast gro inh mutant strain: 1; bCat nuc transl cell count 5 µM: 436; T cell modulator vesicle-bound %: 42; Myeloid diff MLP GFP+ MAC1+ %: 0.9

How did Cc1noc(C(=O)NCC2CCCO2)c1Cl (stereo unspecified) do in these assays?
Large T inhibition: 14%; T cell modulator: inactive; RSV CPE inhibition: 0.7%; Myeloid diff MLP: inactive; Rac1 GTP hydrolysis: 10%; West Nile virus CPE: -0.4%; PhoP inhibition: -3%; T cell modulator vesicle-bound %: 31; Myeloid diff MLP GFP+ MAC1+ %: 2.9

How did Cc1nc(N2CCCCC2)c2c(C)c(C(=O)Nc3ccc4c(c3)OCCO4)sc2n1 do in these assays?
Large T inhibition: 9%; T cell modulator: inactive; RSV CPE inhibition: inconclusive; Myeloid diff MLP: inconclusive; Rac1 GTP hydrolysis: -1%; West Nile virus CPE: 1.3%; PhoP inhibition: 1%; T cell modulator vesicle-bound %: 12

How did O=C(CNC(=O)c1ccc(Br)o1)NCC1CCCO1 (stereo unspecified) do in these assays?
Large T inhibition: 26%; T cell modulator: inactive; RSV CPE inhibition: 1.1%; Myeloid diff MLP: inactive; Rac1 GTP hydrolysis: 3%; West Nile virus CPE: 0.4%; PhoP inhibition: 2%; T cell modulator vesicle-bound %: 12; Myeloid diff MLP GFP+ MAC1+ %: 0.9

Results for COc1ccc(N(Cc2cc3cccc(C)c3[nH]c2=O)S(C)(=O)=O)cc1 ?
Large T inhibition: 13%; T cell modulator: inactive; RSV CPE inhibition: 0.7%; Myeloid diff MLP: inactive; Rac1 GTP hydrolysis: 5%; WT yeast gro inh: -6; West Nile virus CPE: -0.3%; PhoP inhibition: -2%; WT yeast gro inh mutant strain: 1; T cell modulator vesicle-bound %: 59; Myeloid diff MLP GFP+ MAC1+ %: 0.7

Results for CCn1nc(C(=O)Nc2ccc(S(=O)(=O)Nc3ncccn3)cc2)c2ccccc2c1=O ?
Large T inhibition: 5%; T cell modulator: inactive; RSV CPE inhibition: -1.9%; bCat nuc transl: -2.0; Myeloid diff MLP: inactive; Rac1 GTP hydrolysis: -3%; WT yeast gro inh: -8; West Nile virus CPE: 0.4%; PhoP inhibition: -2%; WT yeast gro inh mutant strain: 5; bCat nuc transl cell count 5 µM: 1073; T cell modulator vesicle-bound %: 12; Myeloid diff MLP GFP+ MAC1+ %: 0.2

How did COc1ccc(NC(=O)c2ccc(-c3ccccc3C(F)(F)F)o2)cc1 do in these assays?
Large T inhibition: 13%; RSV CPE inhibition: 5.2%; Myeloid diff MLP: inactive; Rac1 GTP hydrolysis: 10%; WT yeast gro inh: 67*; West Nile virus CPE: -0.4%; PhoP inhibition: 0%; WT yeast gro inh mutant strain: -0.4*; Myeloid diff MLP GFP+ MAC1+ %: 0.9

Results for Cc1c(NC(=O)c2cccc(NS(C)(=O)=O)c2)c(=O)n(-c2ccccc2)n1C ?
Large T inhibition: 16%; T cell modulator: inactive; RSV CPE inhibition: 1.1%; bCat nuc transl: 0.0; Myeloid diff MLP: inactive; Rac1 GTP hydrolysis: 0%; West Nile virus CPE: 0.1%; PhoP inhibition: -7%; bCat nuc transl cell count 5 µM: 1287; T cell modulator vesicle-bound %: 26; Myeloid diff MLP GFP+ MAC1+ %: 0.5

How did CN(C)S(=O)(=O)c1cccc(NC(=O)c2cc(=O)[nH]c(=O)[nH]2)c1 do in these assays?
Large T inhibition: 3%; T cell modulator: inactive; RSV CPE inhibition: -0.1%; Myeloid diff MLP: inactive; Rac1 GTP hydrolysis: 11%; West Nile virus CPE: 0.0%; PhoP inhibition: 3%; T cell modulator vesicle-bound %: 60; Myeloid diff MLP GFP+ MAC1+ %: 0.5

Results for O=C1c2ccccc2C(=O)N1CC1=CCS(=O)(=O)C1 ?
Large T inhibition: -1%; T cell modulator: inactive; RSV CPE inhibition: 1.5%; bCat nuc transl: 2.9; Myeloid diff MLP: inactive; Rac1 GTP hydrolysis: 2%; WT yeast gro inh: 13; West Nile virus CPE: 0.0%; PhoP inhibition: 4%; WT yeast gro inh mutant strain: 6; bCat nuc transl cell count 5 µM: 1155; T cell modulator vesicle-bound %: 47; Myeloid diff MLP GFP+ MAC1+ %: 0.5

Results for O=C(Nc1cccc(S(=O)(=O)N2CCCC2)c1)c1cc(-c2ccccn2)nc2ccccc12 ?
Large T inhibition: 11%; T cell modulator: inactive; RSV CPE inhibition: -0.8%; bCat nuc transl: -1.7; Myeloid diff MLP: inactive; Rac1 GTP hydrolysis: 7%; WT yeast gro inh: -6; West Nile virus CPE: 0.3%; PhoP inhibition: 0%; WT yeast gro inh mutant strain: 4; bCat nuc transl cell count 5 µM: 1062; T cell modulator vesicle-bound %: 25; Myeloid diff MLP GFP+ MAC1+ %: 0.8

How did O=C(Nc1ccc(F)cc1)OCCOc1ccc(Br)cc1 do in these assays?
Large T inhibition: 22%; T cell modulator: inactive; RSV CPE inhibition: 6.1%; bCat nuc transl: 0.2; Myeloid diff MLP: inactive; Rac1 GTP hydrolysis: 10%; West Nile virus CPE: -0.5%; PhoP inhibition: 8%; bCat nuc transl cell count 5 µM: 1317; T cell modulator vesicle-bound %: 35; Myeloid diff MLP GFP+ MAC1+ %: 0.1

What do the screens show for `O=C(NC(O)C(=O)c1ccccc1)c1ccccn1` (stereo unspecified)?
Large T inhibition: 1%; T cell modulator: inactive; RSV CPE inhibition: 0.0%; Myeloid diff MLP: inactive; Rac1 GTP hydrolysis: 5%; West Nile virus CPE: -0.1%; PhoP inhibition: 3%; T cell modulator vesicle-bound %: 6; Myeloid diff MLP GFP+ MAC1+ %: 0.6

Results for COc1ccc(C2=CC(=O)OC3(CCCCC3)O2)cc1 ?
Large T inhibition: 27%; T cell modulator: inactive; RSV CPE inhibition: 0.8%; bCat nuc transl: 1.9; Myeloid diff MLP: inactive; Rac1 GTP hydrolysis: 2%; WT yeast gro inh: 9; West Nile virus CPE: -0.6%; PhoP inhibition: 4%; WT yeast gro inh mutant strain: 0; bCat nuc transl cell count 5 µM: 1033; T cell modulator vesicle-bound %: 50; Myeloid diff MLP GFP+ MAC1+ %: 0.9

How did Cn1c(=O)c2c(nc(N3CCCCC3)n2C)n(C)c1=O do in these assays?
Large T inhibition: 21%; T cell modulator: inactive; RSV CPE inhibition: 0.4%; bCat nuc transl: -1.1; Myeloid diff MLP: inactive; Rac1 GTP hydrolysis: 18%; WT yeast gro inh: 1; West Nile virus CPE: -0.1%; PhoP inhibition: 1%; WT yeast gro inh mutant strain: -11; bCat nuc transl cell count 5 µM: 1015; T cell modulator vesicle-bound %: 4; Myeloid diff MLP GFP+ MAC1+ %: 0.7

Results for Cc1cc(C)c2c(N)c(C(=O)Nc3ccccc3Cl)sc2n1 ?
Large T inhibition: -3%; T cell modulator: inactive; RSV CPE inhibition: -0.2%; Myeloid diff MLP: inactive; T cell modulator vesicle-bound %: 8; Myeloid diff MLP GFP+ MAC1+ %: 0.7

Results for O=C1OC2(c3ccccc3)C3CCCC2C13 ?
Large T inhibition: -3%; T cell modulator: inactive; RSV CPE inhibition: 0.5%; Myeloid diff MLP: inactive; Rac1 GTP hydrolysis: 2%; WT yeast gro inh: 21; West Nile virus CPE: 0.1%; PhoP inhibition: 14%; WT yeast gro inh mutant strain: -5; T cell modulator vesicle-bound %: 62; Myeloid diff MLP GFP+ MAC1+ %: 0.8

How did C/C(=N\OC(=O)c1c(-c2c(F)cccc2Cl)noc1C)c1nccs1 do in these assays?
Large T inhibition: 3%; T cell modulator: inactive; RSV CPE inhibition: 0.2%; bCat nuc transl: 1.4; Myeloid diff MLP: inactive; Rac1 GTP hydrolysis: 0%; WT yeast gro inh: -2; West Nile virus CPE: -0.7%; PhoP inhibition: -4%; WT yeast gro inh mutant strain: 5; bCat nuc transl cell count 5 µM: 956; T cell modulator vesicle-bound %: 34; Myeloid diff MLP GFP+ MAC1+ %: 0.5

What do the screens show for `Cc1ccc(O)c(-c2cc(C(=O)NCc3ccccc3)[nH]n2)c1`?
Large T inhibition: 3%; T cell modulator: inactive; RSV CPE inhibition: 1.8%; bCat nuc transl: 0.6; Myeloid diff MLP: inactive; Rac1 GTP hydrolysis: 9%; WT yeast gro inh: -18; West Nile virus CPE: -0.6%; PhoP inhibition: 4%; WT yeast gro inh mutant strain: -23; bCat nuc transl cell count 5 µM: 525; T cell modulator vesicle-bound %: 9; Myeloid diff MLP GFP+ MAC1+ %: 1.5
